Screens deposited in PubChem by The Scripps Research Institute Molecular Screening Center.
PLCg1 inh: PLC-gamma1 enzyme inhibitors, primary screen, biochemical, fluorescence, purified enzyme | 1-phosphatidylinositol 4,5-bisphosphate phosphodiesterase gamma-1 (Homo sapiens), P19174 | fluorogenic substrate | inhibition, % at 12.2 µM | 0.84% of 370,000 active; in the data active = inhibition above about 9.5%
Tn7 DDE FP: inhibitors of Tn7 peptide binding to fibrin DD(E), primary screen, biochemical, fluorescence polarization, human fibrin, Tn7 probe; inhibition, % at 8.3 µM; FP displacement of FITC-Tn7 peptide from fibrin DD(E); 0% = median of compound wells per plate; 0.13% of 370,000 active;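 active = inhibition above the mean of compounds falling within the control limits plus 3 SD of them, cut at about 14% in these data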;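 also: 0% = plate median of compound wells and 100% = 10 µM Aha-Tn7 peptide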
Target sequence (P02675 whole entry, looked up): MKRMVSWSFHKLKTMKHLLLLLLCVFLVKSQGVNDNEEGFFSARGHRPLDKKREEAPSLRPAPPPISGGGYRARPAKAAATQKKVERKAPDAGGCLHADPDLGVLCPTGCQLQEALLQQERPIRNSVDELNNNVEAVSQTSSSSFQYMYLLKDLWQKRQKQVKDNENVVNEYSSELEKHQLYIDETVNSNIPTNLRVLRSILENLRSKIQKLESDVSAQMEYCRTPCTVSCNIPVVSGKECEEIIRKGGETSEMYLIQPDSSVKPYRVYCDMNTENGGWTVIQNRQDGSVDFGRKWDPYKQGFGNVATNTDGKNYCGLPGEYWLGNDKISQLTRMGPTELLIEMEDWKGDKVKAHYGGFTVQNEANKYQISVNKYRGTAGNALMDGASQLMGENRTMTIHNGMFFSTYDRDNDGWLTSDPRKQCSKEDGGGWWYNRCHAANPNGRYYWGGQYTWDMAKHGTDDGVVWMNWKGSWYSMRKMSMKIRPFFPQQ
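System: human fibrin DD(E); quantity: Fibrin-DD(E) at 2 µM final; also added: fluorescent Tn7 probe at 0.1 µM; compound dosing: single nominal test concentration of 8.3 µM per compound; schedule: 10 min preincubation, 3 h with tracer, room temperature; detection: fluorescence polarization of the labelled Tn7 tracer; repeats: one replicate per compound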
ASAP1 inh: inhibitors of human ASAP1 ArfGAP activity, primary screen, biochemical, fluorescence polarization | Arf-GAP with SH3 domain, ANK repeat and PH domain-containing protein 1 (Homo sapiens), … | ASAP1-stimulated ARF1 GTP hydrolysis, GDP FP detection | inhibition, % at 16.5 µM | 0.19% of 360,000 active | AID 624377, 2012; in the data active = inhibition above about 25%;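 also: 0% = vehicle with enzyme and substrate and 100% = no enzyme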
Target sequence (Q9ULH1 325-724 limits assumed): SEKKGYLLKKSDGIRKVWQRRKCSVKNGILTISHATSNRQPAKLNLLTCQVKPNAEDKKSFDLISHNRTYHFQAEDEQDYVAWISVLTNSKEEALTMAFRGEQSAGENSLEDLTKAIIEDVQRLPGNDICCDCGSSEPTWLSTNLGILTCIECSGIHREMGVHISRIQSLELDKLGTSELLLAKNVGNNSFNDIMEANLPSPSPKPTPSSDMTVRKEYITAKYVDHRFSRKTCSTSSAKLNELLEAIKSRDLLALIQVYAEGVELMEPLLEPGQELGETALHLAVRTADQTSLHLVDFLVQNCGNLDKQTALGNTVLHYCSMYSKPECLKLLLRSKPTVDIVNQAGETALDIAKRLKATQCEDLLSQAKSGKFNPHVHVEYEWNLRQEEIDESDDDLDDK
TDP2 inh: human TDP2 enzyme inhibitors, primary screen, biochemical, epi absorbance, recombinant enzyme. Tyrosyl-DNA phosphodiesterase 2 (Homo sapiens), O95551. T5PNP hydrolysis, p-nitrophenol absorbance 415 nm. inhibition, % at 12.8 µM. 0.34% of 370,000 active. AID 720702, 2013;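 active = inhibition above the mean of all tested compounds plus 3 SD, set per campaign, cut at about 25% in these data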;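 also: 0% = DMSO with enzyme and 100% = buffer with substrate but no TDP2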
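Test system: human TDP2 enzyme; Input: 120 nM TDP2 per well; Buffer or medium: Mg2+-containing Tris-HCl buffer, pH 7.5; Reagent: 5 mM T5PNP; Dosing: 12.8 µM single point, 1% DMSO; Incubation: reaction 2 h, 37 °C; Detection: p-Nitrophenol epi absorbance; Read-out: % inhibition relative to enzyme-containing and enzyme-free wells; Replicates: single well per compound.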
KLK7 zymogen act: proKLK7 zymogen activators, primary screen, biochemical, fluorescence intensity; 0.9% of 370,000 active; activation, % at 7 µM; Kallikrein-7 (Homo sapiens), P49862; AID 652039, 2013; purified proKLK7, EDANS-DABCYL substrate fluorescence; 100% is mature enzyme control, 0% vehicle;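 active = activation above the mean of all tested compounds plus 3 SD, computed per campaign excluding outliers beyond control limits, cut at about 13% in these data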
Tn6 DDE FP: inhibitors of Tn6 peptide binding to fibrin DD(E), primary screen, biochemical, fluorescence polarization, human fibrin, Tn6 probe; Fibrinogen beta chain (Homo sapiens), P02675; Fibrin DD(E) TRITC-Tn6 fluorescence polarization displacement; inhibition, % at 8.3 µM; 0.21% of 370,000 active;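 active = inhibition above a per-campaign cutoff: mean of compounds within control limits plus 3 SD, cut at about 15% in these data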;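 also: 0% = median of all compound wells on the plate and 100% = blocking peptide control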
ADAM17 inh: ADAM17 inhibitors, primary screen, biochemical, QFRET. recombinant ADAM17, EDANS/DABCYL FRET peptide cleavage. inhibition, % at 6.95 µM. 0.83% of 370,000 active. AID 720648, 2013;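 active = inhibition above the mean of compounds lying between control limits plus 3 SD, set per campaign, cut at about 8.5% in these data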;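 also: 0% = DMSO-only wells as the low control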
ADAM10 inh: human ADAM10 inhibitors, primary screen, biochemical, QFRET, HTS; inhibition, % at 7 µM; 0.62% of 370,000 active; AID 720582, 2013; Disintegrin and metalloproteinase domain-containing protein 10 (Homo sapiens), O14672; recombinant ADAM10, EDANS/DABCYL FRET peptide cleavage, 3 h;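 active = inhibition above a per-campaign cutoff equal to the mean of compounds falling between control-based bounds plus 3 SD, cut at about 20% in these data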;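 also: 0% = DMSO wells while the 100% control is not disclosed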
LEDGF integ inh: blockers of LEDGF/p75-dependent integrase strand transfer – biochemical, TR-FRET, high throughput, primary screen; TR-FRET IN-LEDGF/p75 DNA integration, Eu/Cy5; AID 743269, 2014; inhibition, % at 3.7 µM; 0.64% of 370,000 active;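 active = inhibition above the screen-wide mean plus 3 SD, cut at about 13% in these data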;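 also: signal is the Cy5 over europium emission ratio at 671 and 618 nm; 0% = plate median of compound wells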
ARFGAP1 inh: inhibitors of rat ARFGAP1 GAP activity, primary screen, biochemical, fluorescence polarization, GDP tracer | inhibition, % at 16.5 µM | AID 651572, 2012 | ADP-ribosylation factor GTPase-activating protein 1 (Rattus norvegicus), Q62848 | Arfgap1-stimulated ARF1 GTP hydrolysis, GDP FP detection | 0.26% of 360,000 active;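 active = inhibition above a per-plate limit, mean inhibition of low control wells plus 3 SD, cut at about 25% in these data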;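 also: 0% = DMSO wells with enzyme and 100% = wells lacking Arfgap1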
Target sequence (Q62848 1-136 limits assumed): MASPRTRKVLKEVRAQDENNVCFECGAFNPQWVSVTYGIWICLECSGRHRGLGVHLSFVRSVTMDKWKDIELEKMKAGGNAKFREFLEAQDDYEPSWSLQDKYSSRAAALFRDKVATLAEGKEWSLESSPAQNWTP
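Material: rat Arfgap1 catalytic domain, aa 1-136; also added: human ARF1(Δ1-17)-GTP substrate; compound dosing: one concentration, 16.5 µM, DMSO 1.26%; incubation: GTP hydrolysis reaction 2 h at 25 °C; measured by: Tracer-displacement fluorescence polarization with EDTA stop, 620/688 nm; evaluation: % inhibition from polarization; repeats: one replicate per compound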
Numbers without * were called inactive. An unsorted share of the library; any-hit rate near 4.2%.

SMILES	PLCg1 inh	Tn7 DDE FP	ASAP1 inh	TDP2 inh	KLK7 zymogen act	Tn6 DDE FP	ADAM17 inh	ADAM10 inh	LEDGF integ inh	ARFGAP1 inh
CN(Cc1cccs1)C(=O)C1CC(=O)N(Cc2ccccc2)C1 (configuration not stated)	-4	4	-1	7	-0.2	-3	-5	-9	-7	-2
CN1CCN(C(=S)Nc2cccc(Cl)c2)CC1	1	-1	-2	2	-0.1	-6	-3	-2	1	-7
CC(=O)Nc1ccc(-c2csc(Nc3ccccn3)n2)cc1	6	1	-3	3	-0.2	0	1	12	5	11
CCOC(=O)c1c(NC(=O)Cn2nc(C(=O)O)c3ccccc3c2=O)sc2c1CCC(C)C2 (configuration not stated)	2	-8	5	4	0.5	-4	3	0	-1	-3
O=C(CCNC(=O)c1ccc([N+](=O)[O-])cc1)NC1CCCCCC1	-1	1	-7	-2	-0.6	7	-1	-7	-1	-8
O=C(CN1CCN(S(=O)(=O)N2CCOCC2)CC1)Nc1cc(Cl)ccc1Cl	2	0	-11	-6	0.1	-2	-3	2	-1	-2
CCn1c(/C=C/c2ccccc2[N+](=O)[O-])nc2ccccc2c1=O	1	2	-6	2	0.8	-3	-6	-6	-2	4
CC1(NC(=O)NCCCCCCNC(=O)NC2(C)CCS(=O)(=O)C2)CCS(=O)(=O)C1 (configuration not stated)	0	0	-18	-9	-0.7	4	-3	6	0	-2
CCn1c(SCC(=O)Nc2ccc(OC)c(OC)c2)nnc1-c1c[nH]c2ccccc12	2	-4	-6	2	0.5	6	-2	2	3	4
CCc1ccc(NC(=S)N(CCN2CCOCC2)Cc2ccccc2F)cc1	0	0	7	12	0.4	1	-2	1	1	-8
Cn1ccc2c(-c3ccc(F)nc3)cc3c(c21)C1CCC3O1 (configuration not stated)	-19	-4	9	-5	0.9	0	-3	-14	-10	-11
NS(=O)(=O)c1ccc(-c2ccc(C=O)o2)cc1	2	-11	-6	-6	-0.5	0	-9	-26	-1	-6
Cc1cc(C(=O)N2CCCC(C(=O)c3cc(F)ccc3F)C2)c(C)o1 (configuration not stated)	1	5	-6	5	0.4	-2	-3	-7	-1	-4
CC(=O)c1ccc(N(C(=O)Cn2nnc3ccccc32)C(C(=O)NC2CCCCC2)c2cn(C)nc2C)cc1 (configuration not stated)	4	-1	11	3	-0.5	9	0	4	3	12
CCOC(=O)c1ccc(S(=O)(=O)NNC(=O)COc2ccc(C)cc2)cc1	9	10	-15	-7	0.2	-3	-5	-12	-7	6

Six of the entries above in order of the ADAM17 inh value, lowest first.
SMILES	PLCg1 inh	Tn7 DDE FP	ASAP1 inh	TDP2 inh	KLK7 zymogen act	Tn6 DDE FP	ADAM17 inh	ADAM10 inh	LEDGF integ inh	ARFGAP1 inh
CCn1c(/C=C/c2ccccc2[N+](=O)[O-])nc2ccccc2c1=O	1	2	-6	2	0.8	-3	-6	-6	-2	4
CCOC(=O)c1ccc(S(=O)(=O)NNC(=O)COc2ccc(C)cc2)cc1	9	10	-15	-7	0.2	-3	-5	-12	-7	6
CC1(NC(=O)NCCCCCCNC(=O)NC2(C)CCS(=O)(=O)C2)CCS(=O)(=O)C1 (configuration not stated)	0	0	-18	-9	-0.7	4	-3	6	0	-2
CCn1c(SCC(=O)Nc2ccc(OC)c(OC)c2)nnc1-c1c[nH]c2ccccc12	2	-4	-6	2	0.5	6	-2	2	3	4
CC(=O)Nc1ccc(-c2csc(Nc3ccccn3)n2)cc1	6	1	-3	3	-0.2	0	1	12	5	11
CCOC(=O)c1c(NC(=O)Cn2nc(C(=O)O)c3ccccc3c2=O)sc2c1CCC(C)C2 (configuration not stated)	2	-8	5	4	0.5	-4	3	0	-1	-3

Entries listed so far that contain a thiophene ring, fused or not:
SMILES	PLCg1 inh	Tn7 DDE FP	ASAP1 inh	TDP2 inh	KLK7 zymogen act	Tn6 DDE FP	ADAM17 inh	ADAM10 inh	LEDGF integ inh	ARFGAP1 inh
CN(Cc1cccs1)C(=O)C1CC(=O)N(Cc2ccccc2)C1 (configuration not stated)	-4	4	-1	7	-0.2	-3	-5	-9	-7	-2
CCOC(=O)c1c(NC(=O)Cn2nc(C(=O)O)c3ccccc3c2=O)sc2c1CCC(C)C2 (configuration not stated)	2	-8	5	4	0.5	-4	3	0	-1	-3

(more compounds)
SMILES	PLCg1 inh	Tn7 DDE FP	ASAP1 inh	TDP2 inh	KLK7 zymogen act	Tn6 DDE FP	ADAM17 inh	ADAM10 inh	LEDGF integ inh	ARFGAP1 inh
CCOc1ccc(Nc2oc(-c3ccco3)nc2C#N)cc1	-36	3	-9	-6	-0.2	0	0	0	-6	-3
NC(=O)c1ccc(NC(=O)COc2coc(CN3CCc4ccccc4C3)cc2=O)cc1	-2	3	10	5	0.2	-6	-3	-15	-1	-1
CCCc1cc(=O)oc2c(C)c(OC3CCCCC3=O)ccc12 (configuration not stated)	-4	1	-4	5	0.1	-8	-13	-21	-1	14
Cn1c(=O)n(C)c2cc([N+](=O)[O-])c(N3CCN(C(=O)c4cccc(Cl)c4)CC3)cc21	4	0	2	6	0.4	3	2	5	0	11
CCN1CCN(c2ccc([N+](=O)[O-])c(Sc3nc4ccccc4[nH]3)c2)CC1	1	-1	1	-2	0.0	0	-3	-7	-2	17
S=c1[nH]nc(-c2cccnc2)n1/N=C/c1ccco1	4	10	-14	0	-0.2	7	-1	-6	-1	7
NS(=O)(=O)c1ccc(N=Cc2c(O)n(-c3nccs3)c(=O)c3ccccc23)cc1	-328	11	12	-5	23*	3	-80	-212	-3	13
CC(=O)Nc1ccc2c(c1)nc(CCN1CCN(C)CC1)n2C	7	0	3	4	0.1	4	-7	-10	-4	3
O=C(/C=C/c1ccco1)Nc1ccc2nn(-c3ccccc3)nc2c1	-72	4	-6	-3	-2.3	1	-14	-46	3	-1
O=c1[nH]ncc2c3ccccc3n(Cc3ccc(F)cc3)c12	0	-4	6	-5	-0.5	-2	0	-9	1	5
Fc1c(F)c(C(F)(F)F)c(F)c(F)c1N/N=C\c1cccs1	2	-5	9	1	-0.7	-11	9.8*	24*	2	3
Cc1ccc(C(=O)NNC(=O)c2ccc(SCC3CCCO3)c([N+](=O)[O-])c2)cc1 (configuration not stated)	7	1	-4	-2	0.1	-8	3	2	3	3
CC1CCCN(C(=O)c2ccc3nc[nH]c3c2)C1 (configuration not stated)	1	1	-8	-10	-0.1	-1	-3	-6	0	-1
CCOC(=O)c1c(NC(=O)CN2C(=O)c3ccccc3C2=O)sc(Cc2ccc3c(c2)OCO3)c1C	2	-8	-5	7	-0.1	10	-1	7	6	2
CN(C(=O)c1ccc(NC(=O)Cc2cccc(NC(=O)C3CCN(C(=O)C4CC4)CC3)c2)cc1)C1CCCC1	0	9	2	-1	0.2	8	-2	1	1	2
O=S(=O)(NC1CCCCC1Oc1ccccc1)c1ccc(Cl)cc1 (configuration not stated)	0	4	2	5	0.0	4	1	8	-2	-4
COc1ccc(C(=O)[C@H]2[C@H]3C(=O)N(c4ccc(OC(C)=O)cc4)C(=O)[C@H]3C3C=CC=NN32)cc1 (some centres not stated)	-17	0	8	-2	0.5	0	-6	-14	8	-8
O=C(Nc1ccccc1C(F)(F)F)N1CCN(c2ccc3nnc(-c4ccc(F)cc4)n3n2)CC1	-7	-5	1	0	0.2	-2	-6	-10	2	11
Cc1cc(-c2ccc(C)c(S(=O)(=O)NC(C)Cc3ccco3)c2)on1 (configuration not stated)	-1	1	-2	11	0.3	-2	1	4	2	1
CC(C)(C)NS(=O)(=O)c1ccc(CCC(=O)O)cc1	-2	5	-8	4	-0.4	0	-3	6	-4	-6
COc1cc(C(=O)Nc2c(C(=O)O)[nH]c3ccc(Br)cc23)cc(OC)c1OC	-7	5	5	7	0.6	-5	-1	-2	2	1
O=[N+]([O-])c1ccc2c(c1)ncn2-c1ccccc1	4	0	-6	-5	-0.1	-1	3	16	5	-5
COc1ccc(C(C)(O)c2nc(-c3ccc(N(C)C)cc3)cs2)cc1 (configuration not stated)	-1	9	-11	1	1.1	6	5	4	-1	-4
Cc1cnc(NC(=O)CSC(=S)N2CCOCC2)s1	-2	-4	-10	3	0.4	1	-1	-2	1	-6
NS(=O)(=O)c1cc(C(=O)N=Nc2c(O)[nH]c3ccccc23)ccc1Cl	4	5	13	5	0.6	-6	3	2	-1	16
O=C(Nc1ccc(F)c(Cl)c1)c1csc([C@H]2C[C@H](O)[C@@H](CO)O2)n1	4	-1	7	4	0.3	2	-6	-9	-2	10
CS(=O)(=O)CCC(C(=O)OCC(=O)c1ccc(Cl)cc1)N1C(=O)c2ccccc2C1=O (configuration not stated)	0	2	4	7	0.4	-3	0	2	1	-1
CN(C)NC(=S)Nc1ccc(Cl)cc1	0	7	-10	-4	0.3	6	2	3	3	1
Oc1cccc(Nc2nc(N3CCOCC3)nc(N3CCOCC3)n2)c1	2	-2	6	15	0.0	-4	-2	-6	-3	4
O=C1NC[C@@H](CCCCN2C[C@H](Cc3ccc(O)cc3)N(CCC3CCCCC3)C(=O)C2=O)N(CC2CCCCC2)C1=O	1	-7	7	-17	-0.2	-17	-2	-16	-3	3
COc1cc(OC)c(NS(=O)(=O)c2coc(C(N)=O)c2)cc1Cl	3	2	-9	-5	0.1	-3	1	3	4	-5
